MEKK2wt PB1 HTS: raises or lowers MEK5 binding to wildtype human MEKK2 PB1 domain; bead flow cytometry, Alexa488-MEK5 binding to MEKK2 WT; actives lie on both sides; binding response (% of control), % at 10 µM; 1.1% of 290,000 active; AID 1531; in the data active = binding response below about 67% or above about 130%
MEKK2mut PB1 HTS: signal of MEK5 binding to mutant human MEKK2 PB1 domain | 0.35% of 290,000 active | bead flow cytometry, Alexa488-MEK5 binding to MEKK2 mutant | AID 1530 | percent response, % at 10 µM; in the data active = percent response above about 24%, passing the limit was not always enough; note: inactives centre near 1; some results filed as inactive read as strong as hits; reference of the scale not given here
NALP1 yeast inh: NALP1 inhibition; S. cerevisiae NALP1/ASC/caspase-1 growth, X-gal OD620, 72 h; inhibition, % at 10 µM; 0.61% of 280,000 active; AID 2071; in the data active = inhibition mostly above about 24%, no sharp cut-off; inactive = mostly below about 32%; note: some compounds called inactive have numbers as strong as hits
MEKK3 PB1 HTS: raises or lowers MEK5 binding to the human MEKK3 PB1 domain | Q99759 | bead-based flow cytometry, Alexa488-MEK5 binding to MEKK3; actives lie on both sides; 0 = blocked by unlabeled MEK5, 100 = vehicle | binding response (% of control), % at 10 µM | 1.4% of 290,000 active;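 active = binding response more than 3 SD above or below the average of its plate-row segment, actives on both sides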;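 note: Alexa488 bead fluorescence after subtracting the streptavidin-only scavenger bead signal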
Target sequence (Q99759 whole entry, looked up, the tested form may be a part): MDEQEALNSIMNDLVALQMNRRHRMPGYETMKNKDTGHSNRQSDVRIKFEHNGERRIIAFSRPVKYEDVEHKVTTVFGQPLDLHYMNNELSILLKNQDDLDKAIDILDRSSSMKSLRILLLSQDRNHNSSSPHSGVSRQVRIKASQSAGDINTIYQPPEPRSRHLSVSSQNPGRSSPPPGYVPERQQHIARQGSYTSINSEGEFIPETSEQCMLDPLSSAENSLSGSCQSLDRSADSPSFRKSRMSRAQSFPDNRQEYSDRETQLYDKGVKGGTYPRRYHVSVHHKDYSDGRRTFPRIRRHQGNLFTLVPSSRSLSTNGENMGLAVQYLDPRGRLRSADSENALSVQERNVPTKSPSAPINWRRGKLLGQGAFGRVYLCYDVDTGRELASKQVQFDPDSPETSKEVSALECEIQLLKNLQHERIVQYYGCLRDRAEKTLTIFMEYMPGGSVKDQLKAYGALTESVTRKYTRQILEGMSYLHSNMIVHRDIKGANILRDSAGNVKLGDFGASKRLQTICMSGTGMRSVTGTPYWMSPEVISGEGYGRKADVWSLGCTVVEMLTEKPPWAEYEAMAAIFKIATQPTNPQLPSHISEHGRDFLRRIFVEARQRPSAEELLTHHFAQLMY
OXTR agonist: human OXTR agonism | P30559 | CHO-OTR cells, Fluo-8 calcium fluorescence; normalized: DMSO 0%, oxytocin 100% | activation, % at 3 µM | 0.32% of 320,000 active | AID 2435;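 active = activation above the mean of all tested compounds plus 3 SD, cutoff set per screening run, cut at about 20% in these data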;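 note: peak over basal fluorescence ratio from a 100 s FLIPR kinetic read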
FID counter: fluorescent intercalator displacement, NS3 helicase counter-screen; 0.17% of 290,000 active; inhibition, % at 7.9 µM; AID 1845; DNA fluorescent intercalator displacement, fluorescence; in the data active = inhibition above about 37%;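 note: 0% = vehicle and 100% = reference compound; higher means more ethidium bromide displaced from hairpin DNA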
GPR7 antag: blocks human GPR7 receptor signaling; 1.1% of 290,000 active; GPR7-expressing cells, fluorescence antagonist assay; inhibition, % at 4.4 µM; P48145; in the data active = inhibition above about 16%, passing the limit was not always enough;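 note: cells stimulated with the agonist NPW; 0% = agonist with vehicle and 100% = vehicle without agonist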
M18AAP inhibitor: PfM18AAP enzyme inhibition; recombinant PfM18AAP, H-Glu-NHMec fluorogenic cleavage; inhibition, % at 7.35 µM; 1.2% of 290,000 active;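 active = inhibition above the campaign mean inhibition over all tested compounds plus 3 SD, cut at about 28% in these data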;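 note: 0% = plate median of test compound wells and 100% = 2 mM ZnCl2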
PHOSPHO1 inh: PHOSPHO1 (human) inhibition | Q8TCT1 | recombinant PHOSPHO1, absorbance phosphatase assay | inhibition, % at 13.3 µM | 1.1% of 290,000 active; in the data active = inhibition above about 60%
Target sequence (Q8TCT1 whole entry, looked up): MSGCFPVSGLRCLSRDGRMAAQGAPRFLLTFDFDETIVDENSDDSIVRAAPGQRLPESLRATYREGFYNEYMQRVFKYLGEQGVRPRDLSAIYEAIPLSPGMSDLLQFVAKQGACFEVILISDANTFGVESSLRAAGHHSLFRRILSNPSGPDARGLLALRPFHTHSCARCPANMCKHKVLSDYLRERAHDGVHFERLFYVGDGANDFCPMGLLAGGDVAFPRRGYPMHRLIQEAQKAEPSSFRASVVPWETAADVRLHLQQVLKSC
The depositor's hits bear a star; x = no result given. This is a random part of the collection (roughly 6.2% active in at least one column).

compound	MEKK3 PB1 HTS	PHOSPHO1 inh	M18AAP inhibitor	MEKK2mut PB1 HTS	GPR7 antag	MEKK2wt PB1 HTS	NALP1 yeast inh	FID counter	OXTR agonist
COc1cccc(N2C(=O)CN(Cc3cc(OC)c(OC)c(OC)c3)C2=S)c1	104	29	-2	6	10	106	2	-29	-1.2
O=C(/C=C/c1ccc(Cl)cc1Cl)N1CCc2ccccc21	111	24	3	21	-11	105	32	-3	-1.3
CC(=O)Nc1ccc(-c2cn3cccnc3n2)cc1	102	10	0	2	10	101	-17	2	0.2
C/C(=N\NC(=O)C1CC1c1ccccc1)c1cccc([N+](=O)[O-])c1 (stereo unspecified)	102	3	-3	7	-8	105	-20	-2	-0.3
O=C(COc1ccc(Cl)cc1)N1CCCC1	108	-11	-5	2	-11	100	12	-1	-0.3
Cc1cc(N2C(=O)CC(N3CCN(C(c4ccccc4)c4ccccc4)CC3)C2=O)no1 (stereo unspecified)	x	11	3	x	-2	x	9	-40	-2.1
Cc1nn(CC2CC2)c(=O)n1-c1ccccc1F	92	34	2	-8	0	90	-1	0	-0.6
CCOC(=O)N1CCC(NC(=O)CCCN2C(=O)CSc3ncccc32)CC1	x	-41	5	x	4	x	-7	-7	-0.1
CC(C)=CCN1CCN(CC#Cc2ccccc2)CC1CCO (stereo unspecified)	102	0	-2	-9	-3	92	12	9	-0.2
COc1ccccc1NC(=S)NCCc1c[nH]c2ccccc12	92	46	-11	-5	-1	90	20	-2	6.5
COC(=O)CN1C(=O)COc2ccc(Cl)cc21	106	-21	-2	2	-12	103	31	-5	0.7
O=S(=O)(c1cccs1)N1CCN(Cc2ccccc2)CC1	90	4	-3	-8	0	90	4	-4	-0.8
Cc1nc(CNC(=O)c2ccccc2OC2CCN(S(C)(=O)=O)CC2)cs1	88	-3	-1	-8	1	94	4	-6	-0.6
Cc1cc(C(F)(F)F)nc(SCC(=O)NC2CC3CCC2C3)n1 (stereo unspecified)	95	0	0	-4	-1	95	6	-10	-1.2
N#Cc1ccc(COC(=O)c2ccccn2)cc1	90	28	-14	-3	-20	88	-20	-4	0.4
CCOc1cc(/C=N/NC(=O)CN2CCCCC2)ccc1OCc1ccc(Cl)cc1	96	-1	6	1	-12	107	35	5	0.4
COC(=O)c1ccc(C(=O)OC)c(NC(=O)CSc2ccccn2)c1	93	8	4	-9	-5	94	-6	-3	-1.3
Cc1ccc(C(=O)c2c(NC(=O)c3ccncc3)sc3c2CCCC3)cc1	106	10	-11	-2	-12	99	46	-3	1.8
CSc1cccc(CNC(=O)C2CCC(=O)N(CCCN3CCCC3=O)C2)c1 (stereo unspecified)	99	-36	-2	-1	-11	99	2	-19	-0.4
O=[N+]([O-])c1ccc(CSc2nnc(Cc3ccccc3)n2-c2ccc(F)cc2)cc1	98	-21	-2	-4	14	95	37	-35	-2.6
CCN(CC)c1ccc(C2C(C(=O)Nc3ccccn3)=C(C)NC3=C2C(=O)CC(C)(C)C3)cc1 (stereo unspecified)	101	-4	14	-6	-7	96	15	-12	1.1
Cc1nc(SC2CCOC2=O)c2c(C)c(C)sc2n1 (stereo unspecified)	97	22	-2	0	-12	96	0	-7	-2.8
CCOC(=O)CSc1nc(-c2ccccc2)ns1	112	-143	18	0	-4	106	7	2	-0.8
O=[N+]([O-])c1cccc(-c2ccn[nH]2)c1	93	29	-11	-19	-11	94	4	1	0.2
CC(=O)Nc1sc(N/N=C/c2ccccc2)nc1-c1ccc(C)cc1	100	16	11	0	-8	97	13	-5	-0.6

Three records drawn at random from those above:
compound	MEKK3 PB1 HTS	PHOSPHO1 inh	M18AAP inhibitor	MEKK2mut PB1 HTS	GPR7 antag	MEKK2wt PB1 HTS	NALP1 yeast inh	FID counter	OXTR agonist
CCOC(=O)N1CCC(NC(=O)CCCN2C(=O)CSc3ncccc32)CC1	x	-41	5	x	4	x	-7	-7	-0.1
CCOC(=O)CSc1nc(-c2ccccc2)ns1	112	-143	18	0	-4	106	7	2	-0.8
O=C(/C=C/c1ccc(Cl)cc1Cl)N1CCc2ccccc21	111	24	3	21	-11	105	32	-3	-1.3

Next compounds.
compound	MEKK3 PB1 HTS	PHOSPHO1 inh	M18AAP inhibitor	MEKK2mut PB1 HTS	GPR7 antag	MEKK2wt PB1 HTS	NALP1 yeast inh	FID counter	OXTR agonist
COC(CNC(=O)C(C)n1nc(C)c2ccccc21)OC (stereo unspecified)	101	-8	1	-4	-1	95	6	-10	0.0
CCOC(=O)Cn1nc(C)n(-c2ccc(Cl)cc2)c1=O	99	-18	-1	-1	-1	98	8	-1	-1.2
Cc1cc(C(=O)N/N=C/c2cccc([N+](=O)[O-])c2)c(C)n1-c1ccccc1	99	0	6	-1	-7	97	22	-9	-2.9
COc1ccc(-c2nc3c(s2)CCc2onc(-c4ccc(Br)cc4)c2-3)cc1	101	x	x	-6	x	95	x	x	0.7
CCOc1ccc(NC(=S)N2CCCC2)cc1	98	18	-16	-2	-5	96	9	-9	x
CCN1C(=O)c2ccc(C(=O)Nc3ccc(O)cc3C)cc2C1=O	92	19	-5	-2	-4	97	10	-2	0.6
Cc1onc(-c2ccccc2)c1C(=O)Nc1nnc(N(C)Cc2ccccc2)s1	102	-1	9	3	-12	100	-24	-30	-1.3
CC(C)(C)C(=O)Nc1cc(S(=O)(=O)Nc2ccc(Cl)cc2)ccc1Cl	97	-16	-4	-2	-14	89	38	-18	1.9
COc1ccc(OC)c(/C=c2\sc3nc(-c4cccs4)nn3c2=O)c1	103	-14	-7	1	-10	90	46	-33	1.1
COCCSc1nnc(NC(=O)c2ccc(OC)c([N+](=O)[O-])c2)s1	96	12	-7	-6	-10	87	-42	1	1.1
Cc1ccccc1N(CC(=O)NCCc1ccccc1)C(=O)c1ccc(N2CCCC2)nc1	104	22	9	5	-3	105	13	-43	-1.9
O=C(COc1c(F)c(F)c(C(F)(F)F)c(F)c1F)Nc1ccc(N2CCOCC2)c(Cl)c1	x	0	4	x	8	x	40	-24	3.5
CN1CCN(C(=O)/C(=C\c2cccs2)NC(=O)c2ccco2)CC1	134*	-12	-7	0	4	108	26	2	1.5
CC(=O)c1sc(=S)n(-c2ccccc2)c1C	97	34	1	-15	-11	89	-2	3	-1.1
COc1ccc(CCNc2ncnc3cc(OC)c(OC)cc23)cc1OC	103	33	-4	0	-6	104	20	-3	x
Fc1cccc(-n2cc(-c3ccccc3)c3c(=S)nc[nH]c32)c1	103	-126	6	0	-9	96	-7	-24	-2.8
Cc1cc(C(=O)COC(=O)c2ccccc2NCCO)c(C)n1CC1CCCO1 (stereo unspecified)	99	53	13	6	3	101	8	-25	3.4
CCn1c(COc2ccc(C)cc2)nc2ccccc21	103	10	-4	0	9	100	10	-24	-2.1
Cc1c(C(=O)O)oc2c3c(ccc12)OCCO3	x	-10	5	x	-6	x	33	0	0.7
Cc1cnn(-c2nc(-c3ccccc3)cc(-c3ccccc3)n2)c1	120	40	-4	-3	-16	112	3	-14	x
COc1ccc(-n2c(=S)[nH]c3cc(C(=O)Nc4cc(C(N)=O)ccc4OC)ccc3c2=O)c(OC)c1	103	-28	0	0	-11	99	-2	-22	0.5
CC(C)[C@@H](C(=O)NCc1ccco1)N1C(=O)N2CCc3c([nH]c4ccccc34)[C@@]2(C)C1=O	101	3	-1	3	11	100	8	-38	0.9
COc1ccc(S(=O)(=O)N2CCc3ccccc32)cc1C(=O)O	102	8	2	5	-10	104	4	-7	-0.3
Cn1cc(/C=N/Nc2ccccc2)c2ccccc21	109	-18	7	-1	8	97	-7	6	-2.7
O=C(c1cccnc1)N1C2CCC1CC(O)(c1ccc(F)cc1)C2 (stereo unspecified)	103	6	2	3	-5	103	-6	-2	0.4
N#CCC(=O)N/N=C/c1ccc(OS(=O)(=O)c2ccccc2)cc1	100	2	25	-18	-18	95	21	-5	0.1
CCOc1ccc(NC(=O)c2ccccc2C(=O)c2ccccc2)cc1OCC	107	x	1	5	-20	107	5	-38	-1.2
CN(C)c1nc(Oc2ccc(N)cc2)nc(N(C)C)n1	100	24	0	7	-12	109	32	1	-0.8
COCCCn1c(=O)c2ccccc2n2c(=S)[nH]nc12	103	-73	35*	3	-8	107	-28	-9	0.9
COc1cc2c(cc1OC)CN(CCOc1ccc(Br)cc1)CC2	111	44	-7	11	4	117	6	-4	2.5
Cc1cc(C)c(NS(=O)(=O)c2cccc3cccnc23)c(C)c1	100	-7	-4	-2	-20	97	10	-17	-1.4
Cc1ccc(S(=O)(=O)c2nc(-c3ccccc3F)oc2N2CC(C)OC(C)C2)cc1 (stereo unspecified)	102	36	-3	2	-6	101	11	-21	-0.6
Cc1cc(NC(=O)CCC(=O)N(Cc2ccco2)C(C)(C)C(=O)NC2CCCCC2)no1	100	-26	-14	3	1	93	4	-37	1.1
CCCc1c(C)nn(-c2ncccc2[N+](=O)[O-])c1C	107	60*	5	1	1	103	-10	-6	-1.5
CN(C)c1cc[n+](CC(=O)Nc2ccc(OC(F)F)cc2)cc1	85	12	5	-10	17	75	13	12	1.0
CCCn1cnc2cc(NCc3cccs3)ccc21	97	27	14	-4	-6	95	x	-3	0.5
COCCCNC(=O)C(=O)N/N=C/c1ccc(OCC(=O)Nc2cccc(Cl)c2C)c(OC)c1	99	12	0	0	13	102	5	1	-0.2
c1ccc(-c2cc(-c3ccccc3)[nH]n2)cc1	101	11	0	2	3	100	-6	-14	-0.1
COc1ccc(-c2oc3cccnc3c2-c2ccc(OC)nc2)cc1	98	-47	17	-4	-13	93	9	-28	-2.7
COc1cc(S(=O)(=O)NCc2ccc(F)cc2)ccc1-n1cnnn1	101	31	-11	0	-10	103	14	-5	4.3
Cc1ccc(NC(=O)Nc2ccc3c(c2)nnn3C)cc1C	107	-38	2	2	-11	104	17	-5	0.5
CCC(C)NC(=O)CSC1=Nc2ccccc2C2=NC(CC(=O)NCc3ccccc3)C(=O)N12 (stereo unspecified)	104	4	1	4	6	104	24	-23	-0.2
COc1cc2c(cc1NC(=O)CN(C)Cc1cccc(OC)c1OC)oc1ccccc12	101	16	-10	-2	-5	106	31	-4	-1.0
CCc1ccc(N=C2N=C(N)c3ccccc32)cc1	103	9	3	2	-7	102	-4	3	-1.4
Cc1ccc(NC(=O)CS(=O)CC(=O)N(CC(=O)NC2CCCC2)c2cccc(C)c2C)cc1 (stereo unspecified)	109	18	3	7	1	108	23	-35	-1.0
O=C(NC1CCCCC1)n1c(=O)oc2ccc(Cl)cc21	98	-3	-1	2	-15	100	-6	-3	0.7
Cc1ccccc1C(=O)Nc1ccc(N2CCN(C(=O)c3ccco3)CC2)cc1	98	30	1	-3	-5	93	19	-25	1.8
CCn1c(CCNC(=O)c2ccc(OC)cc2)nnc1SCc1ccc(Cl)c(Cl)c1	101	-22	-1	-1	-3	103	4	-39	2.0
Cc1ccc(NC2=CC(=O)C(=O)c3ccccc32)cc1	97	-4	-1	2	-1	96	-32	4	-0.2
CC1(C)CC(NC(=O)c2ccc3c(c2)OCO3)CC(C)(C)N1	94	4	-2	-1	14	96	24	5	0.5
CC(C)(C)NC(=O)COC(=O)CNC(=O)c1cc(Cl)cc([N+](=O)[O-])c1	131*	11	1	0	-9	106	38	-5	0.2
Cc1oc(C(N)=O)nc1-c1ccccc1	106	47	-2	11	-5	103	-1	-1	1.3
COc1ccc(N(CC(=O)Nc2cccc(N(C)S(C)(=O)=O)c2)S(=O)(=O)c2ccc(C)cc2)cc1	112	-6	-6	3	-4	105	10	-29	-0.6

Source: PubChem (several laboratories)
